# High-throughput results: PubChem BioAssay, several laboratories
# Mtb RmlCD inh: M. tuberculosis RmlC/RmlD inhibition; P9WH09+P9WH11; RmlC+RmlD coupled enzyme assay, percent inhibition; primary screen in compound mixtures; inhibition, % at 3.6 µM; hit rate 0.03% among 160,000; AID 1533; in the data active means inhibition mostly above about 34%, no sharp cut-off; further: some results filed as inactive read as strong as hits
# Target sequence (P9WH09 whole entry, looked up): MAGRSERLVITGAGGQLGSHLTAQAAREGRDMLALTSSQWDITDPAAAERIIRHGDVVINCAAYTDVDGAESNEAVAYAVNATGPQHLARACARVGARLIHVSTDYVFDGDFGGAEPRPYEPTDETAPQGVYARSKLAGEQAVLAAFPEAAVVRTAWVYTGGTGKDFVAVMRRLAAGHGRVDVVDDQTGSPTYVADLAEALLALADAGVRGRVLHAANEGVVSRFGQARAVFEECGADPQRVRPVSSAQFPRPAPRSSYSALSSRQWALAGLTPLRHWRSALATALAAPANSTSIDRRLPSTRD
# Target sequence (P9WH11 whole entry, looked up): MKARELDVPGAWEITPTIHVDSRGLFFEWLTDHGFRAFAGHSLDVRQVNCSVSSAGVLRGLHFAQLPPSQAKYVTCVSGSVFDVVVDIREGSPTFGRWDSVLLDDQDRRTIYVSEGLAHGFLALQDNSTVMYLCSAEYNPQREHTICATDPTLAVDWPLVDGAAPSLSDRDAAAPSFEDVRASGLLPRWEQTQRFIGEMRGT
# M. tuberculosis GlmU: inhibition of mycobacterial GlmU enzyme – biochemical, glucosamine-1-phosphate acetyltransferase (AID 1376); hit rate 0.25% among 220,000; M. tuberculosis GlmU acetyltransferase enzyme assay; higher % means a stronger effect; inhibition, %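 (tested at 30 µM in the primary screen)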, or IC50 in µM where a hit was titrated; in the data active means inhibition above about 13%;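 further: 0% = complete reaction with vehicle and 100% = reaction without substrate; strong numbers were not always called active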
# Starred values were filed as active, the others as inactive; nt = not tested or not shown.
# A first look, two compounds:
Structure | Mtb RmlCD inh | M. tuberculosis GlmU
COc1ccc(NC(=O)COC(=O)CNS(=O)(=O)c2ccc(C)cc2)c(OC)c1 | nt | 7.0%
CCCCc1c(C)c2ccc(OC)c(/C(C)=N\O)c2oc1=O | 65 | nt

# The whole of this part, from the first entry:
Structure | Mtb RmlCD inh | M. tuberculosis GlmU
COc1ccc(NC(=O)COC(=O)CNS(=O)(=O)c2ccc(C)cc2)c(OC)c1 | nt | 7.0%
CCCCc1c(C)c2ccc(OC)c(/C(C)=N\O)c2oc1=O | 65 | nt
COc1ccc(-c2nn(CCC(=O)O)cc2/C=C/C(=O)O)cc1[N+](=O)[O-] | -3 | -8.5%
CC(C)(C)c1ccc(NC(=O)COC(=O)c2ccc([N+](=O)[O-])s2)cc1 | 0 | 1.2%
COc1ccc2[nH]c(=O)c(CN(C(=O)c3ccncc3)C(C)C)cc2c1 | -11 | 7.2%
O=C1CC(c2cccc(Cl)c2)CC(O)=C1C=NC1CCCC1 (configuration not stated) | -7 | 0.1%
CCOC(=O)N1CCN(C(=O)COc2cc(=O)n(C)c3ccccc23)CC1 | -5 | 3.5%
CCOC(=O)c1cnc(-c2ccccc2)nc1Oc1ccc(C)cc1 | nt | -0.8%
COc1cc([N+](=O)[O-])ccc1NC(=O)CN1CCOCC1 | -13 | 2.9%
CC(C)(C)C(=O)NC(=S)NNC(=O)c1ccncc1 | 8 | 8.5%
CCOc1ccc(CN(C(=O)c2ccco2)C2CCS(=O)(=O)C2)cc1 (configuration not stated) | 10 | 5.8%
Cc1ccc(OCC(O)CN2CCN(c3ccccc3)CC2)cc1 (configuration not stated) | nt | 2.3%
O/N=C/c1cccnc1Sc1ccccc1 | 1 | 3.6%
CC(=O)Nc1nonc1-c1nc2ccccc2n1N(C(C)=O)C(C)=O | nt | 0.4%
CNS(=O)(=O)c1ccc(NC(=O)c2cncc(Br)c2)cc1 | -4 | -1.5%
O=C(Nc1nc2ccccc2n1CCN1CCOCC1)c1ccc(Cl)cc1 | 103 | 3.1%
Cn1c(-c2ccc(C=O)s2)nc2c3ccccc3c3ccccc3c21 | -1 | -1.4%
Cc1ccc(S(=O)(=O)Nc2nc(C)c(C(=O)N/N=C/c3ccccc3)s2)cc1 | -8 | 5.0%
COC(=O)c1ccc(NC(=O)CN2CCC(NC(=O)c3ccco3)CC2)cc1 | 1 | -5.1%
O=C(Nc1ccc(F)cc1)c1ccc(CSc2ccccc2)o1 | 1 | -1.1%
N#Cc1c(NC(=O)c2cc([N+](=O)[O-])ccc2N2CCOCC2)sc2c1CCCC2 | 3 | 6.3%
Cc1ccc(-n2c(C)nn(CCOc3ccccc3)c2=O)cc1 | -8 | 2.7%
O=C(O)CCC(=O)Nc1ccc(N2CCCCC2)c(C(=O)O)c1 | nt | 2.3%
CN1CCN(C(=O)c2cnn3c(C(F)F)cc(C4CC4)nc23)CC1 | -4 | -3.0%
CN(CCOC(=O)c1ccco1)Cc1ccccc1 | 10 | 6.1%
C=CCn1c(SCC(=O)NCc2ccccc2)nnc1C1CCCCC1 | -5 | 0.3%
Cc1ccc(C)c(OCCOCCN2CCOCC2)c1 | -12 | 0.0%
Cc1ccc(C2=NN(C)c3nc4ccccc4n3C2)cc1 | nt | -2.7%
Cc1ccc2sc(-c3ccc(NC(=O)CCN4C(=O)c5ccccc5C4=O)cc3)nc2c1 | nt | -4.3%
COc1ccc(C(=O)/C=C/Nc2cccc(C)n2)cc1OC | 26 | 2.1%
NC1=Nc2cccc3cccc1c23 | 3 | -9.4%
CC1(C)c2ccccc2N(CC(N)=O)C12C=Cc1ccccc1O2 (configuration not stated) | nt | 1.6%
COc1ccc(CNC(=O)c2cnc3n(c2=O)CCS3)cc1 | nt | 7.5%
N#CC(c1ccccc1)N1CCOCC1 (configuration not stated) | -11 | 2.7%
Cc1ccc(C(=O)c2ccc(C(F)(F)F)cc2)cc1 | -6 | 4.0%
CCOC(=O)CNC(=O)CCNS(=O)(=O)c1ccc2c(c1)c(=O)n(C)c(=O)n2C | nt | -6.8%
Cc1cc(NC(=O)/C=C/C(=O)N(CC(=O)NC2CCCC2)c2cccc3ccccc23)no1 | 6 | -9.3%
O=S(=O)(c1ccc(Cl)cc1)N1CCN(C(=S)Nc2ccc(F)c(Cl)c2)CC1 | 3 | 0.5%
CC(=O)c1cccc(NC(=O)N2CCc3ccccc3C2)c1 | 6 | -8.6%
CC(=O)Nc1ccccc1O | nt | 7.8%
O=S(=O)(c1ccc(Cl)s1)N1CCCCC1 | 8 | 6.7%
COc1ccc(CC(NC(C)=O)C(=O)NC2CCN(C(=O)Nc3ccc(C#N)cc3)CC2)cc1OC (configuration not stated) | 4 | -4.1%
O=C(Nc1cccc(-c2csc(Nc3ccc(Cl)cc3)n2)c1)c1cc([N+](=O)[O-])cc(C(F)(F)F)c1 | nt | 3.4%
O=C(/C=C/c1ccco1)Nc1ccccc1C(=O)Nc1cccc(C(=O)O)c1 | -9 | 3.1%
CCCC(=O)C1=C(O)C(C(=O)OC)C(C)(C)CC1=NC(C)(C)C (configuration not stated) | -16 | 0.1%
CN=C(Nc1ccc(C(=O)OC)s1)c1ccc(Cl)cc1 | -8 | 8.3%
Cc1ccc(C(c2nnnn2CC2CCCO2)N2CCN(Cc3ccccc3)CC2)cc1 (configuration not stated) | -8 | -6.1%
COc1ccc(C(C(=O)NC2CCCC2)N(CCN2CCOCC2)C(=O)c2ccc(OC)c(OC)c2)cc1 (configuration not stated) | -2 | 5.4%
CC1CN(c2nc3ccccn3c(=O)c2/C=C(\C#N)S(=O)(=O)c2ccccc2)CC(C)O1 (configuration not stated) | 3 | -2.1%
CCN(CC)S(=O)(=O)c1cc(C(=O)OCC(=O)Nc2cccc(C)c2C)ccc1F | -13 | 2.4%
COc1ccc(/C=N/N2CCN(C)CC2)cc1OC | nt | 4.1%
CC(C)N(C(=S)NCc1ccccc1)C(C)C | 4 | 0.7%
O=C(Nc1ccc(Cl)cc1)Nc1ccc(N2CCCC2)c(S(=O)(=O)Nc2ccccc2Cl)c1 | 3 | 2.0%
Cc1ccc2cc(C)c3nnc(SCC(=O)Nc4nc5c(s4)CCCC5)n3c2c1C | nt | 4.4%
Cc1cc(=O)[nH]c2ccccc12 | nt | -2.2%
C=CCNC(=O)c1onc(CSc2ccc(Cl)cc2)c1C(=O)NCC=C | nt | 3.6%
CCOC(=O)c1cncc(O)c1 | 7 | 4.2%
CN(C)CCCC1(O)c2ccccc2C=Cc2ccccc21 | nt | -2.1%
O=C(NNS(=O)(=O)c1ccccc1)c1cnn(-c2ccccc2)c1-n1cccc1 | 19 | 1.8%
O=c1[nH][nH]cc1C=Nc1ccc(Cl)cc1 | -1 | -5.6%

# Next section
Structure | Mtb RmlCD inh | M. tuberculosis GlmU
Cc1nn(C)c(C)c1S(=O)(=O)N1CCCC(C(=O)N2CCN(c3ccccc3)CC2)C1 (configuration not stated) | nt | 3.1%
NNC(=S)Nc1ccc(S(=O)(=O)N2CCOCC2)cc1 | nt | 1.6%
Nc1ccc(-c2nc3cc([N+](=O)[O-])ccc3o2)cc1 | nt | -4.2%
Cn1c(=O)nc2n(Cc3ccccc3)c3ccccc3cc-2c1=O | -15 | 2.4%
O=S(=O)(c1cc(-c2nnc(-c3ccc(Br)cc3)o2)ccc1Br)N1CCCCCC1 | -9 | -6.1%
COc1ccc(-c2cc(C(=O)NCCCn3ccnc3)no2)cc1OC | -8 | 4.0%
CCc1cccc(C)c1NC(=O)COC(=O)CNS(=O)(=O)/C=C/c1ccccc1 | 10 | -8.0%
C[C@H](NC(=O)c1nc[nH]c1C(=O)NCc1ccc(CNC(=O)OC(C)(C)C)cc1)C(=O)OC(C)(C)C | nt | -0.3%
Cc1noc(NC(=O)c2cccc(Cl)c2Cl)c1C#N | -15 | 8.0%
COc1ccccc1S(=O)(=O)Cc1ccc(C(=O)N2CCOCC2)o1 | 7 | 5.3%
COc1ccc(/C=C2/C(=O)ON=C2c2ccccc2)cc1OC | -38 | -1.9%
C/C(=N\N1CCN(Cc2ccc(Cl)cc2)CC1)c1ccc(F)cc1 | 10 | -0.8%
CC(=O)N1CCC(=NNS(=O)(=O)c2ccc(C)c([N+](=O)[O-])c2)CC1 | -7 | 7.2%
O=C(NCc1ccco1)C1CC(=O)N(c2ccc(Cl)cc2)C1 (configuration not stated) | 17 | -1.6%
COc1cccc(CNC(=O)Cc2nc3nc(C)cc(C)n3n2)c1 | -8 | 1.8%
O=[N+]([O-])c1ccc(N2CCN(c3ccc(Cl)nn3)CC2)cc1NC1CC1 | nt | 1.9%
Cc1nc(SCC(=O)NC2CCCCC2)[nH]c(=O)c1C | nt | -2.8%
O=C(Nc1nc(-c2ccc(-c3ccccc3)cc2)cs1)C1CCCO1 (configuration not stated) | 12 | -1.4%
COc1ccc(C2NC(=S)NC3=C2CCc2ccccc23)cc1OC (configuration not stated) | 9 | 7.4%
COC(=O)C(C)Oc1ccc(-c2nccc(-c3cccs3)n2)cc1 (configuration not stated) | -4 | 1.2%
CCCS(=O)(=O)Nc1c(OC)ccc2c1c(C(=O)OCC)c(C)n2C | 10 | -4.9%
CCOC(=O)CNC(=O)c1cccnc1Oc1ccc(Cl)cc1 | -4 | -1.5%
CN(c1ccc(C(=O)Nc2nccs2)cc1)S(=O)(=O)c1ccccc1 | 10 | 4.1%
CSc1ccn(CCC(=O)O)c(=O)n1 | -11 | 0.5%
COc1ccc(-c2[nH]ncc2CN(CCO)CC23CC4CC(CC(C4)C2)C3)c(OC)c1 | 1 | 2.1%
CCC(CC)COC(=O)C(C#N)c1nc2ccccc2nc1N1CCN(CC)CC1 (configuration not stated) | nt | 4.4%
Cc1nn(-c2ccccc2)c2sc(C(=O)O)cc12 | nt | 2.8%
O=C(NC1CCCCC1)c1ccccc1NC(=O)C1CC(=O)N(c2ccccc2)C1 (configuration not stated) | nt | -4.0%
Cc1ccc(N(CN2C(=O)NC(C)(C)C2=O)CN2C(=O)NC(C)(C)C2=O)cc1 | nt | 0.6%
CC(O)/C=C/c1ccc2ccccc2n1 (configuration not stated) | -12 | -1.9%

# As entered above:
# O=[N+]([O-])c1ccc(N2CCN(c3ccc(Cl)nn3)CC2)cc1NC1CC1 in M. tuberculosis GlmU = 1.9%
# CCCS(=O)(=O)Nc1c(OC)ccc2c1c(C(=O)OCC)c(C)n2C in M. tuberculosis GlmU = -4.9%
# CC(O)/C=C/c1ccc2ccccc2n1 (configuration not stated) in M. tuberculosis GlmU = -1.9%
# Cc1nc(SCC(=O)NC2CCCCC2)[nH]c(=O)c1C in M. tuberculosis GlmU = -2.8%
# Cc1ccc(N(CN2C(=O)NC(C)(C)C2=O)CN2C(=O)NC(C)(C)C2=O)cc1 in M. tuberculosis GlmU = 0.6%

# Later entries.
Structure | Mtb RmlCD inh | M. tuberculosis GlmU
COc1cc(CNC(=O)C2CCCN2S(=O)(=O)c2ccccc2)cc(OC)c1OC (configuration not stated) | -8 | 5.4%
CN1CCN(C(=O)CN(Cc2ccc(Cl)cc2)S(C)(=O)=O)CC1 | -4 | 4.0%
O=C(NCC1CCCO1)C(c1cccs1)N(Cc1cccs1)C(=O)c1ccc(-c2ccccc2)[nH]1 (configuration not stated) | -7 | -0.1%
COc1ccc(C(=O)Nc2nc(-c3ccccc3)c(C(C)=O)s2)c(OC)c1 | -9 | -2.3%
Cc1ccc(NS(=O)(=O)c2ccc(C(=O)N3CCN(c4ncccn4)CC3)cc2)cc1 | nt | -3.2%
O=C(CC1SC(N2CCOCC2)=NC1=O)Nc1cc([N+](=O)[O-])ccc1Cl (configuration not stated) | 1 | 3.4%
COc1ccc(N2CCN(C(=O)c3cccnc3)CC2)c([N+](=O)[O-])c1 | nt | -5.7%
C=CCn1c(SCC(=O)NNC(=S)Nc2ccccc2)nnc1-c1ccccc1 | -5 | 1.3%
CN(Cc1cn(-c2ccccc2)nc1-c1cc2ccccc2o1)C(=O)CCC(=O)O | nt | 2.1%
CCOc1ccc2[nH]c(C)c(CN3CCOCC3)c(=O)c2c1 | 38 | -3.6%
C/C(N)=C(/C#N)C(=O)COC(=O)c1ccc(C#N)cc1 | 5 | -3.6%
CCOC(=O)/C=C1\SCC(=O)N1CC(=O)N1CCOCC1 | 6 | -2.0%
O=C(NC1CC1)C1CCN(c2ccc(S(=O)(=O)N3CCOCC3)cc2)CC1 | nt | 3.9%
O=C(OCc1ccc([N+](=O)[O-])cc1)c1ccc(N2CCCC2)c([N+](=O)[O-])c1 | -10 | -0.9%
CCC1Oc2ccccc2N(Cc2ccccc2C)C1=O (configuration not stated) | nt | 2.5%
COc1cc2cc3c(N)c(C(=O)Nc4sc(C)c(C)c4C#N)sc3nc2cc1OC | -4 | 4.2%
CCOC(=O)C1CCCN(CCC(=O)Nc2cccc(F)c2)C1 (configuration not stated) | 4 | -0.9%
O=C(CN(C(=O)CSc1nc2ccccc2o1)c1cccc(F)c1)NC1CCCCC1 | 8 | 3.4%
OCCC1CN(CCCc2ccccc2)CCN1Cc1ccccc1 (configuration not stated) | nt | 4.9%
O=C(NC(=S)Nc1ccccc1N1CCCC1)c1ccc(F)cc1 | -11 | 3.0%
Cc1cc(C)nc(SCC(=O)O)n1 | -28 | 9.2%
Cc1ccccc1OCc1nnc(SCc2nc3ccccc3c(=O)[nH]2)n1C | 13 | 2.7%
O=C1c2ccccc2C(=O)N1CC1c2ccccc2CCN1C(=O)CN1CCOCC1 (configuration not stated) | -9 | 2.7%
CCOc1ccccc1C(=O)N[C@H](C(=O)Nc1nc2c(s1)CCCC2)C(C)C | 2 | -6.1%
Cc1ccc(C(=O)NCCOC23CC4CC(CC(C4)C2)C3)cc1 | 6 | -0.8%
Cc1ccccc1S(=O)c1ccccc1C(=O)O (configuration not stated) | nt | -3.2%
CCOC(=O)c1oc2cccc(O)c2c1CN(Cc1ccccc1)C(C)=O | 10 | -0.7%
COC(=O)c1c(NC(C)=O)csc1C | 3 | -1.4%
Cc1ccc(S(=O)(=O)N2CCCCC2)cc1NC(=O)COC(=O)C1=COCCO1 | 5 | 1.0%
CC(=O)c1ccccc1NC(=O)COC(=O)CCCN1C(=O)c2cccc3cccc(c23)C1=O | nt | 3.9%

# The list is partial; count on the stated rates, not on these rows.
